Screens from PubChem BioAssay.
STAT1 activator = STAT1 signaling activators, primary screen, cell-based, HTS, luciferase reporter | actives 2.6% (n = 200,000) | NIH 3T3 STAT1-luciferase reporter, IFN-gamma, luminescence; 100% = IFN-gamma alone, no compound | AID 932, 2007 | activation (% of control), % at 5.5 µM;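 active = activation above the screen-wide mean activation plus 3 SD, cut at about 130% in these data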;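 note: raw ratio to IFN-gamma control signal so 100% means no change and 0% no light; values of inactives mirror those of a sister screen read the other way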
G6PDH CS = L. mesenteroides G6PDH inhibitors, counter-screen for G6PDH-coupled screening assays, biochemical, Leuconostoc mesenteroides enzyme. actives 0.12% (n = 200,000). inhibition, % at 5 µM. Purified L. mesenteroides G6PDH, diaphorase/resazurin coupled fluorescence, 45 min. AID 1020, 2008; in the data active = inhibition above about 50%
APP transl inh = inhibitors of APP translation via 5'UTR reporter, primary screen, APP 5'UTR luciferase, SH-SY5Y cells. AID 1285, 2008. actives 0.82% (n = 190,000). SH-SY5Y APP 5'UTR-luciferase reporter, luminescence. inhibition, % at 2 µM;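 active = inhibition above a set limit, derived from the sample mean plus 3 SD, cut at about 45% in these data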; note: values of inactives mirror those of a sister screen read the other way
FLuc inh counter = firefly luciferase enzyme inhibitors, primary screen, artefact control for luciferase-based inhibitor screens, biochemical, luminescence, ATPLite; 10 min; actives 1.5% (n = 200,000); AID 1006, 2008; Luciferin 4-monooxygenase (Photinus pyralis), P08659; inhibition, % at 10 µM;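 active = inhibition above about 50% when tested at 10 µM, limit read from the data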
Target sequence (P08659 whole entry, looked up): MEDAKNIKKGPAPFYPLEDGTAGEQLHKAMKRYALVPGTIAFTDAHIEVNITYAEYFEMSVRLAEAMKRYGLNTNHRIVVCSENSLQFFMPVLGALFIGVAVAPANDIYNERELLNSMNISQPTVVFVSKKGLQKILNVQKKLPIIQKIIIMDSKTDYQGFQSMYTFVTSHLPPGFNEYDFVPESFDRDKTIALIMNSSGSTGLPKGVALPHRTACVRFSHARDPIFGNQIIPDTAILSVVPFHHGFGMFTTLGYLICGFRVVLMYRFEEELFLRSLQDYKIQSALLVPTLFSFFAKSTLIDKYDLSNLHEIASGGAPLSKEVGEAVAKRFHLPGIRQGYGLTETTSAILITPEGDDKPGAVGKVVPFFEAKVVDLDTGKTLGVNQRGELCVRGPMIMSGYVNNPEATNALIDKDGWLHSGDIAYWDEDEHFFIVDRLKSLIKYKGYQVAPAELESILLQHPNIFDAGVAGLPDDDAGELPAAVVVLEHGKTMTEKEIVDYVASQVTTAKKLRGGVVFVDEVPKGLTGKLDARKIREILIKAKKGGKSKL
Efa HMGR inh = inhibitors of E. faecalis class II HMGR, primary screen, biochemical, Enterococcus faecalis. purified E. faecalis HMGR, NADPH absorbance 340 nm kinetic. inhibition, % at 10 µM. actives 0.41% (n = 190,000). AID 1066, 2008;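 active = inhibition above a set limit, the median over all tested compounds plus 3 SD, cut at about 9.5% in these data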;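 note: enzyme runs in reverse so mevalonate oxidation gives rising NADPH absorbance; 0% = complete reaction with DMSO and 100% = background rate lacking mevalonate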
NF-kB expr up = activators of NF-kB expression in neurons, primary screen, cell-based, HTS; human neuronal cells, NF-kB reporter expression; active compounds read high; fold change at 12.5 µM; actives 1.6% (n = 190,000); AID 1239, 2008; in the data active = fold change above about 3.3
FLuc stim CS = FLuc activators, initial screening, artefact control for FLuc-dependent activation tests, biochemical, ATPlite luminescence. ATPlite luciferase biochemical, 10 min; 0 = ATP-free wells, 1 = DMSO control. activation factor at 10 µM. 200,000 tested, under 10 active;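 active = luciferase activation factor, scaled between plate controls, of at least 2 with compound at 10 µM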
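Material: Luciferase/luciferin reagent mix; Doses: test compounds dosed from 2 mM stocks in 100% DMSO; Schedule: 10 min incubation after luciferase reagent addition, room temperature; Measured by: luminescence from luciferase reaction; Read-out: luminescence gain marking luciferase activators.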
APP 5'UTR act = activators of APP 5'UTR luciferase reporter, primary screen, SH-SY5Y cells. SH-SY5Y APP 5'UTR luciferase reporter, luminescence; zero percent = DMSO vehicle wells. activation, % at 2 µM. actives 1% (n = 190,000);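 active = activation above a set limit, based on mean plus 3 SD of controls, cut at about 140% in these data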; note: values of inactives mirror those of a sister screen read the other way
Hsp70 act = Hsp70 transcriptional activators, primary screen, cell-based, HeLa, Hsp70 promoter luciferase, luminescence, 10 µM. HeLa Hsp70 promoter luciferase reporter; scaled: vehicle 0, proteasome-inhibitor control 100%. activation, % at 10 µM. actives 0.04% (n = 200,000);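 active = activation above the mean across all tested compounds plus 3 SD, cutoff set per campaign, cut at about 5.5% in these data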;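 note: 100% = MG132 at 30 µM as the positive control and 0% = DMSO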
DTT redox prof = compounds producing H2O2 with reducing agent – biochemical, NIH compound library profiling, artefact control for MLSCN library redox annotation, primary screen; DTT-dependent redox cycling H2O2, phenol red/HRP absorbance; 100% = 100 µM peroxide control, 0% = buffer; activation, % at 10 µM; actives 0.03% (n = 200,000); AID 878, 2007;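 active = activation of at least 50% relative to the plate's high and low controls in the primary single-dose screen; inactive = activation below 50%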;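 note: compound incubated with DTT at 0.8 mM final as the reducing agent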
Starred values were filed as active, the others as inactive; x = not tested or not shown.

SMILES	STAT1 activator	G6PDH CS	APP transl inh	FLuc inh counter	Efa HMGR inh	NF-kB expr up	FLuc stim CS	APP 5'UTR act	Hsp70 act	DTT redox prof
CCc1c(C)c(C#N)c2nc3ccccc3n2c1Cl	101.1	-8.7	95.0*	-2.5	-1.3	0.22	1	-95.0	-0.3	-0.2
O=C(NCc1ccc2c(c1)OCO2)c1nn2cccnc2c1Cl	93.2	4.9	-3.3	-2.3	-0.1	1.14	1	3.3	-0.5	0.9
CCCC(=O)NCCc1cc(OC)c(OC)cc1Br	98.6	8.4	11.4	-6.4	-7.3	1.24	1.1	-11.4	0.1	-0.4
CCC(=O)N1c2ccc(S(=O)(=O)CCC(=O)N3CCN(c4ccccc4)CC3)cc2CC1C (centres undefined)	101.1	-3.0	-2.6	0.6	2.1	0.7	1	2.6	-0.2	-1.3
COCCNC(=O)C(c1cccs1)N(C(=O)Cn1nnc2ccccc21)c1ccccc1 (centres undefined)	105.3	6.2	-22.8	-1.2	2.5	0.95	1	22.8	-0.2	3.1
O=C(/C=C/c1ccc(Cl)cc1Cl)N(Cc1ccc(Cl)cc1)C1CCS(=O)(=O)C1 (centres undefined)	100.9	10.5	1.7	-6.3	1.4	0.72	1.1	-1.7	-0.5	2.7
CC(C)Oc1nc(-c2ccccc2O)nc2ccccc12	106.6	-1.9	12.4	-7.5	1.7	1.18	1.1	-12.3	-0.2	0.3
Cc1csc(NC(=O)c2cc(C)nc3ccccc23)n1	93.5	5.0	-5.4	0.4	-5.8	1.16	1	5.4	-0.3	-0.5
CCn1c(C)cc(/C=C2\SC(=O)N(CC(=O)Nc3ccc(C)c(C)c3)C2=O)c1C	100.5	-3.6	6.8	-1.3	-10.2	1.57	1	-6.8	0.2	-4.0
Oc1ccc(Cl)cc1C(C#Cc1ccccc1)N1CCOCC1 (centres undefined)	93.6	-25.8	2.1	-7.0	-3.4	0.84	1.1	-2.1	-0.2	-1.2
COc1ccc(S(=O)(=O)Nc2ccccc2OC)cc1C	98.8	10.6	4.0	-8.5	-6.1	1.15	1.1	-4.0	-0.5	-0.7
O=C(Nc1ccc2c(c1)OCO2)Nc1ccc(Cl)cc1Cl	120.4	0.5	x	14.8	-1.3	1.66	0.9	x	0.5	-0.2
O=C(CSCc1ccccc1Cl)NCCSc1ccccn1	106.2	4.3	-0.1	-5.5	-0.8	1.16	1.1	0.1	-0.4	-0.3
Cc1cc(NC(=O)CN2C(=O)CCSc3ccccc32)no1	99.3	2.9	5.2	-5.3	-4.8	1.08	1.1	-5.2	0.3	-0.4
Cn1c(SCc2ccc([N+](=O)[O-])cc2)nnc1-c1cccnc1	102.9	8.2	12.9	-5.0	-0.8	1.03	1.1	-12.9	0.0	0.8
Cc1cc(C)n2nc(-c3sccc3-n3c(C)ccc3C)cc2n1	100.8	7.4	-41.7	-7.9	-5.5	1.2	1.1	41.7	-0.2	1.9
O=C(/C=C/c1ccccc1)Nc1ccc(C(=O)N2CCCCC2)cc1	96.9	12.3	-8.3	3.2	-3.3	0.78	1	8.3	0.0	-1.5
[2H]c1c([2H])c([2H])c(C(=O)c2sc(N3CCCCCC3)nc2-c2ccccc2)c([2H])c1[2H]	109.1	0.4	4.6	1.0	4.1	1	1	-4.6	-0.2	-3.0
Cc1cc2nc(C(C)(C)C)cc(N)n2n1	105.5	7.6	-22.0	-3.6	-8.1	1.26	1	22.0	-0.2	-3.4
COc1ccc(OC)c(NC(=O)Cn2c(=O)n(CC(=O)NCc3ccco3)c(=O)c3ccccc32)c1	95.2	2.7	0.1	-5.5	-5.0	1.3	1.1	-0.1	-0.5	-0.1
CC(C)(C)C(=O)/C=c1\[nH]c(=O)/c(=C\c2ccc(F)cc2)s1	98.3	9.9	-2.6	-2.9	1.7	1.41	1	2.6	0.2	-0.1
CCc1c(C)c2ccc(OCC(=O)OC(C)C)c(C)c2oc1=O	93.6	3.9	5.0	2.0	-3.0	0.92	1	-5.0	-0.3	0.8
COc1cc(-c2nc(C(F)(F)F)c(OC)o2)cc(OC)c1OC	87.9	7.5	13.8	3.3	-3.9	1.09	1	-13.8	-0.3	-1.1
Cn1c(C(=O)N2CCCc3ccccc32)cc2c(=O)n3ccccc3nc21	95.2	-2.8	3.9	0.1	-1.2	0.53	1	-3.9	-0.3	-4.1
CC1(C)CC(=O)C=C(C(=O)N2CCCC(C(=O)c3cccc(Cl)c3)C2)O1 (centres undefined)	89.8	0.3	-1.4	-6.9	-5.9	1.04	1.1	1.4	-0.5	-0.7

Brought forward from above: five entries, followed by the next part.
SMILES	STAT1 activator	G6PDH CS	APP transl inh	FLuc inh counter	Efa HMGR inh	NF-kB expr up	FLuc stim CS	APP 5'UTR act	Hsp70 act	DTT redox prof
CC(C)(C)C(=O)/C=c1\[nH]c(=O)/c(=C\c2ccc(F)cc2)s1	98.3	9.9	-2.6	-2.9	1.7	1.41	1	2.6	0.2	-0.1
CCc1c(C)c2ccc(OCC(=O)OC(C)C)c(C)c2oc1=O	93.6	3.9	5.0	2.0	-3.0	0.92	1	-5.0	-0.3	0.8
COc1cc(-c2nc(C(F)(F)F)c(OC)o2)cc(OC)c1OC	87.9	7.5	13.8	3.3	-3.9	1.09	1	-13.8	-0.3	-1.1
Cn1c(C(=O)N2CCCc3ccccc32)cc2c(=O)n3ccccc3nc21	95.2	-2.8	3.9	0.1	-1.2	0.53	1	-3.9	-0.3	-4.1
CC1(C)CC(=O)C=C(C(=O)N2CCCC(C(=O)c3cccc(Cl)c3)C2)O1 (centres undefined)	89.8	0.3	-1.4	-6.9	-5.9	1.04	1.1	1.4	-0.5	-0.7
CCS(=O)(=O)N1Cc2ccccc2CC1C(=O)Nc1nccs1 (centres undefined)	132.6*	5.6	-81.2	11.4	-7.4	1.66	0.9	81.2	-0.3	0.6
Cc1ccc2oc(C(Cl)(Cl)Cl)cc(=O)c2c1	69.7	3.0	-20.1	0.9	-4.9	3	1	20.1	0.0	-3.9
CC(C)Cc1nn2c(N)c(/C=C3\C=Nc4ccccc43)c(=O)nc2s1	103.1	4.5	-13.4	-1.0	-1.2	1.48	1	13.4	0.5	-0.9
Cc1cccc(C(=O)O/N=C2\CCSc3ccc(C)cc32)c1	94.7	-41.4	17.8	2.1	-2.4	1.26	1	-17.8	0.1	1.7
Cc1c(NS(=O)(=O)N2CCCC2)c(=O)n(-c2ccccc2)n1C	103.0	11.4	-4.8	-9.4	0.1	1.22	1.1	4.8	0.0	3.4
CN(C(=O)OCc1ccccc1)C(CC(N)=O)C(=O)O (centres undefined)	103.7	4.4	8.0	-6.6	-0.2	1.01	1.1	-8.0	-0.2	-0.8
CCOc1ccccc1NC(=S)N1CCC(NC(=O)NC23CC4CC(CC(C4)C2)C3)CC1	101.4	7.1	-12.6	-4.6	-4.5	1.48	1	12.6	-0.3	-2.6
Cc1cc(N)ccc1S(C)(=O)=O	101.0	6.3	0.9	-2.0	-6.5	1.08	1	-0.9	-0.4	2.1
Fc1cccc2sc(N3CCCC3)nc12	123.1	2.6	-35.7	14.0	-3.4	1.8	0.9	35.7	0.5	-1.0
CN(C)CCNC(=O)c1coc(=O)c(Br)c1	91.1	8.4	-6.3	-5.1	-2.0	1.34	1.1	6.3	-0.2	-1.5
Cc1ccc2c(c1)c(C)cc[n+]2Cc1ccccc1	84.0	-9.8	-4.6	-6.6	-2.7	0.69	1.1	4.6	-0.4	0.4
Cc1ccc(S(=O)(=O)N2CC3CCC2C3)cc1 (centres undefined)	102.3	8.4	4.4	-4.3	-3.0	0.98	1	-4.4	-0.3	-0.3
COc1cc(C(=O)NC(c2ccccc2)c2ccccc2)cc(Cl)c1OC	105.4	-6.1	-26.3	-2.9	3.4	1.03	1	26.3	-0.4	0.7
Cc1c(N=C2SCC(=O)N2/N=C\c2ccc(Br)cc2)c(=O)n(-c2ccccc2)n1C	101.5	-1.5	6.7	-3.6	0.7	1.03	1	-6.7	-0.3	-0.4
NC(=O)c1cccn(Cc2ccc(C(F)(F)F)cc2)c1=O	84.0	3.5	-0.9	-3.8	-8.0	1.34	1	0.9	-0.2	-1.6
COc1ccc(/C=N/Nc2nc3ccccc3c(=O)[nH]2)cc1	154.8*	-1.4	-92.9	59.4*	0.3	2.56	0.4	92.9	0.3	1.4
CCN(CC)C(=O)CSc1ccccc1N	110.9	2.4	0.6	-3.3	0.0	1.06	1	-0.6	0.0	-2.7
CCOc1ccccc1OCC(=O)N/N=C(\C)Cc1ccc(OC)cc1	104.0	-1.4	92.5*	-1.3	-2.3	0.86	1	-92.5	0.7	-0.1
CCC(=O)N1c2ccccc2[C@@H](N(C(C)=O)c2ccccc2)C[C@H]1C	99.8	11.5	-11.7	-1.3	-2.0	1.43	1	11.7	-0.1	1.2
Cc1nc2nc[nH]n2c(=O)c1NS(C)(=O)=O	103.2	2.0	-0.1	-7.6	-3.8	0.97	1.1	0.1	-0.1	-0.2
O=C(Nc1ccc(N2CCOCC2)c2nonc12)C1CCCC1	110.6	27.3	-11.5	2.2	0.7	0.9	1	11.5	0.2	0.9
CCOC(=O)N1CCN(C(=S)Nc2ccccc2C(C)C)CC1	91.3	9.0	-20.2	-5.3	-2.6	1.55	1.1	20.2	-0.2	-2.1
Cc1ccc(NC(=O)Nc2cc(S(=O)(=O)N(C)C)ccc2C)cc1	118.5	13.0	11.4	-5.7	3.9	1.51	1.1	-11.4	-0.2	-2.0
CCOC(=O)c1c(C)[nH]c(C(=O)COC(=O)COc2ccccc2C)c1C	102.3	12.4	-5.5	-1.6	-1.6	1.49	1	5.5	-0.3	0.0
CCOC(=O)c1cc(-c2ccccc2)nn1CCC#N	94.6	10.1	-7.2	0.7	-0.9	1.08	1	7.2	0.2	-2.0
(next part)
SMILES	STAT1 activator	G6PDH CS	APP transl inh	FLuc inh counter	Efa HMGR inh	NF-kB expr up	FLuc stim CS	APP 5'UTR act	Hsp70 act	DTT redox prof
CCC(C)(C)n1nnnc1C(C(C)C)N1CCN(C)CC1 (centres undefined)	104.1	2.2	5.2	-6.3	2.3	1.24	1.1	-5.2	-0.2	0.3
COc1ccc(C2(O)CCN(C(=O)c3c(F)cccc3F)CC2)cc1	96.5	-5.9	-1.6	-5.1	-8.1	1.22	1.1	1.6	-0.3	2.1
CSc1nc(C)c(CCOCc2ccccc2)c(=O)[nH]1	93.4	-13.4	x	-5.6	1.3	0.95	1.1	x	-0.1	0.9
CCCn1c(CNC(=O)Cc2ccccc2)nc2ccccc21	109.6	12.9	-23.8	-8.0	-2.4	1.11	1.1	23.8	-0.2	-2.1
COc1ccc(OC)c(NC(=S)NCc2ccc(S(N)(=O)=O)cc2)c1	104.2	1.9	0.7	-6.5	4.5	0.98	1.1	-0.7	-0.2	-0.5
Cc1cccc(NC(=O)c2ccc(NCC3CCCO3)c([N+](=O)[O-])c2)n1 (centres undefined)	119.4	1.1	-25.5	3.3	-0.3	1.99	1	25.5	-0.5	0.0
CCC(C)(C)n1nnnc1C(c1ccc(C)cc1)N1CCN(Cc2cccnc2)CC1 (centres undefined)	99.4	9.2	-8.0	-6.5	0.7	0.9	1.1	8.0	-0.1	2.1
